Compound activity: PubChem BioAssay, Sanford-Burnham Center for Chemical Genomics
H9c2 TAG inh: inhibitors of triacylglycerol accumulation | H9c2 cells, Nile Red lipid (TAG) fluorescence; cells loaded with 200 µM oleic acid | inhibition, % at 12.5 µM | 230,000 compounds, 0.66% hits;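 active = pattern-corrected inhibition of lipid staining of at least 50% with the nuclear-stain viability signal not falling by more than 50%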;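 note: 0% = DMSO wells and 100% = triacsin C control wells; some results filed as inactive read as strong as hits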
H9c2 TAG inh DAPI viability: second read-out of H9c2 TAG inh, no call of its own (marks repeat the call); DAPI nuclei signal change (viability), lower = more cytotoxic, %;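 whole-well DAPI fluorescence read on a plate reader as a viability signal; minus 50 percent equals half of cells still viable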
* hit, by the source's call.

Start of the listing, in advance, three compounds:
How did COc1ccc(Cn2nnnc2CN(CCCN2CCOCC2)Cc2cc3cc(OC)ccc3[nH]c2=O)cc1 do in these assays?
H9c2 TAG inh: 8; H9c2 TAG inh DAPI viability: 0

How did CCOC(=O)C1(CCOc2ccccc2)CCN(Cc2cccc(OC)c2O)CC1 do in these assays?
H9c2 TAG inh: -20; H9c2 TAG inh DAPI viability: 16

Results for CCc1nc2ccc(C(=O)Nc3ccc(OC)c(OC)c3)cn2c1N(CC)Cc1ccc(OC)c(OC)c1 ?
H9c2 TAG inh: 4; H9c2 TAG inh DAPI viability: -2

Main list, from the first entry:
How did COc1ccc(Cn2nnnc2CN(CCCN2CCOCC2)Cc2cc3cc(OC)ccc3[nH]c2=O)cc1 do in these assays?
H9c2 TAG inh: 8; H9c2 TAG inh DAPI viability: 0

How did CCOC(=O)C1(CCOc2ccccc2)CCN(Cc2cccc(OC)c2O)CC1 do in these assays?
H9c2 TAG inh: -20; H9c2 TAG inh DAPI viability: 16

Results for CCc1nc2ccc(C(=O)Nc3ccc(OC)c(OC)c3)cn2c1N(CC)Cc1ccc(OC)c(OC)c1 ?
H9c2 TAG inh: 4; H9c2 TAG inh DAPI viability: -2

Results for CCOC(=O)c1cnc2c(-c3ccccc3)c(C)nn2c1N ?
H9c2 TAG inh: 22; H9c2 TAG inh DAPI viability: 0

What do the screens show for `Cc1cnc(C(=O)OC(C)C(=O)NCc2ccccc2)cn1` (configuration not stated)?
H9c2 TAG inh: -9; H9c2 TAG inh DAPI viability: 4

What do the screens show for `CCN1CCN(Cc2cc(=O)oc3cc(C)cc(C)c23)CC1`?
H9c2 TAG inh: 1; H9c2 TAG inh DAPI viability: 0

Results for CC1CCCCC12NC(=O)N(CC(=O)Nc1nccs1)C2=O (configuration not stated) ?
H9c2 TAG inh: 3; H9c2 TAG inh DAPI viability: -5

What do the screens show for `O=C(CSc1ncnc2c1cnn2-c1ccccc1Cl)N1CCN(C(=O)c2ccco2)CC1`?
H9c2 TAG inh: -14; H9c2 TAG inh DAPI viability: 5

How did COc1ccc(Cl)cc1NC(=O)Cn1c(C)csc1=O do in these assays?
H9c2 TAG inh: -10; H9c2 TAG inh DAPI viability: 0

Results for NC(c1ccccc1)c1csc(Nc2ccc(C(=O)NCCCO)cn2)n1 (configuration not stated) ?
H9c2 TAG inh: 8; H9c2 TAG inh DAPI viability: 7

Results for Cc1cc(C)c(C(=O)CSc2nnc(C)s2)c(C)c1 ?
H9c2 TAG inh: -5; H9c2 TAG inh DAPI viability: 3

Results for Cc1cc(S(=O)(=O)Nc2ccc3c(c2)n(C)c(=O)n3C)ccc1F ?
H9c2 TAG inh: 13; H9c2 TAG inh DAPI viability: -12

How did CCO[C@H]1OC(C(=O)N2CCCCCCC2)=C[C@@H](c2csc3ccccc23)[C@@H]1CCCO do in these assays?
H9c2 TAG inh: -6; H9c2 TAG inh DAPI viability: -5

What do the screens show for `CC(C)Cc1nnc(NC(=O)c2cccc(S(=O)(=O)N3CCN(C)CC3)c2)s1`?
H9c2 TAG inh: 1; H9c2 TAG inh DAPI viability: 3

How did CCCCN(C(=O)C(C)Oc1ccc(Cl)cc1)c1c(N)n(CCCC)c(=O)[nH]c1=O (configuration not stated) do in these assays?
H9c2 TAG inh: 4; H9c2 TAG inh DAPI viability: 1

Results for CCOC(=O)c1c(C)[nH]c(C)c1C(=O)COC(=O)/C=C/c1ccc(OC)cc1 ?
H9c2 TAG inh: -31; H9c2 TAG inh DAPI viability: -9

Results for N#CCCN(C(=O)COC(=O)CCc1c[nH]c2ccccc12)c1ccc(F)cc1 ?
H9c2 TAG inh: -10; H9c2 TAG inh DAPI viability: -3

Results for NCCCCCc1nnc(SCc2ccccc2Cl)o1 ?
H9c2 TAG inh: -7; H9c2 TAG inh DAPI viability: 2

What do the screens show for `Cc1ccc(NC(=O)COC(=O)CNC(=O)c2ccco2)cc1`?
H9c2 TAG inh: -9; H9c2 TAG inh DAPI viability: -8

How did CN1CCc2nc(NC(=O)COc3ccc(C#N)cc3)sc2C1 do in these assays?
H9c2 TAG inh: 7; H9c2 TAG inh DAPI viability: 6

How did C/C=C/C1=CC(=O)C[C@H](c2ccc(F)cc2)C1 do in these assays?
H9c2 TAG inh: 2; H9c2 TAG inh DAPI viability: 1

How did COCCN(C(=O)Nc1ccccc1)c1ccccc1 do in these assays?
H9c2 TAG inh: -1; H9c2 TAG inh DAPI viability: 3

How did O=C1NC[C@H](Cc2ccccc2)N(CCc2cccc(F)c2)C1=O do in these assays?
H9c2 TAG inh: 22; H9c2 TAG inh DAPI viability: -11

Results for O=C(Nc1ccc(-n2cc(Cl)cn2)cc1)c1ccncc1 ?
H9c2 TAG inh: 10; H9c2 TAG inh DAPI viability: -11

How did Cc1ccc2c(c1)/C(=N/OS(=O)(=O)c1ccccc1)CCS2 do in these assays?
H9c2 TAG inh: -9; H9c2 TAG inh DAPI viability: 0

Results for COc1ccc(Cl)cc1NC(=O)CN(C)C(=O)Cn1cnc2c1c(=O)n(C)c(=O)n2C ?
H9c2 TAG inh: 2; H9c2 TAG inh DAPI viability: -3

How did COC(=O)c1ccc(Cl)cc1N(Cc1c(F)cccc1Cl)S(C)(=O)=O do in these assays?
H9c2 TAG inh: -18; H9c2 TAG inh DAPI viability: -1

How did COc1ccc(NC(=O)N(C)C[C@@H]2OCc3cnnn3CCCC(=O)N([C@H](C)CO)C[C@@H]2C)cc1 do in these assays?
H9c2 TAG inh: 3; H9c2 TAG inh DAPI viability: 8

What do the screens show for `CC(=O)c1c(COC(=O)c2cccnc2)nc2ccccc2[n+]1[O-]`?
H9c2 TAG inh: 1; H9c2 TAG inh DAPI viability: 4

What do the screens show for `CS(=O)(=O)N(CC(=O)N1CCCCCC1)c1cccc(Br)c1`?
H9c2 TAG inh: -32; H9c2 TAG inh DAPI viability: -3

What do the screens show for `O=C(O)CN1C(=O)/C(=C\c2ccccc2OCc2ccccc2)SC1=S`?
H9c2 TAG inh: -4; H9c2 TAG inh DAPI viability: 4

How did CCOCCCNC(=O)C(C)NS(=O)(=O)c1ccc(C)cc1 (configuration not stated) do in these assays?
H9c2 TAG inh: 8; H9c2 TAG inh DAPI viability: -8

What do the screens show for `COc1ccccc1C(=Cc1ccc([N+](=O)[O-])cc1)C(=O)O`?
H9c2 TAG inh: -7; H9c2 TAG inh DAPI viability: -4

How did CCOc1ccc(-n2c(SCC(=O)Nc3nccs3)nc3c(c2=O)SCC3)cc1 do in these assays?
H9c2 TAG inh: 14; H9c2 TAG inh DAPI viability: -10

What do the screens show for `O=C1NC(=O)/C(=C\c2ccccc2Oc2ccc(F)c(F)c2)S1`?
H9c2 TAG inh: 12; H9c2 TAG inh DAPI viability: -5

What do the screens show for `Cc1cccc(OCC2=N/C(=C\N(C)C)C(=O)O2)c1`?
H9c2 TAG inh: -1; H9c2 TAG inh DAPI viability: -8

How did CCOC(=O)NC1(Nc2ccc(C)cc2)Oc2ccccc2O1 do in these assays?
H9c2 TAG inh: 15; H9c2 TAG inh DAPI viability: -4

How did COc1ncnc2c1oc1nc(C(C)C)c3c(c12)CC(C)(C)OC3 do in these assays?
H9c2 TAG inh: 8; H9c2 TAG inh DAPI viability: 10

Results for CC(=O)c1ccccc1NC(=O)COC(=O)CSCC(=O)Nc1cc(C)on1 ?
H9c2 TAG inh: 1; H9c2 TAG inh DAPI viability: -1

How did CN1CCc2c(sc(/N=C/c3c[nH]c4ccccc34)c2C(N)=O)C1 do in these assays?
H9c2 TAG inh: 11; H9c2 TAG inh DAPI viability: 7

What do the screens show for `Cc1ccc(NC2CCCN(C(=O)c3ccc4[nH]ccc4c3)C2)cc1C` (configuration not stated)?
H9c2 TAG inh: 6; H9c2 TAG inh DAPI viability: -3

Results for O=C(OCn1nnc2ccccc2c1=O)c1ccc(F)c(S(=O)(=O)N2CCOCC2)c1 ?
H9c2 TAG inh: -10; H9c2 TAG inh DAPI viability: 1

Results for COc1cc(/C=C/C2=CC(C)(C)NC(=S)N2)cc(OC)c1OC ?
H9c2 TAG inh: 21; H9c2 TAG inh DAPI viability: -9

What do the screens show for `CC(C)N(Cc1nccn1C)C(=O)C1CCC(=O)N(CCc2ccccc2)C1` (configuration not stated)?
H9c2 TAG inh: -1; H9c2 TAG inh DAPI viability: 3

Results for CN(Cc1ccccc1)S(=O)(=O)c1ccccc1[N+](=O)[O-] ?
H9c2 TAG inh: -2; H9c2 TAG inh DAPI viability: 11

How did O=C(NCCc1ccccc1)C(=O)NCCC1CCCCN1S(=O)(=O)c1cccs1 (configuration not stated) do in these assays?
H9c2 TAG inh: -6; H9c2 TAG inh DAPI viability: -3

How did CCn1c(SCC(=O)Nc2ccc(OC)c(OC)c2)nnc1-c1ccco1 do in these assays?
H9c2 TAG inh: -2; H9c2 TAG inh DAPI viability: 16

How did COc1cc(/C=C2\SC(=S)N(NS(=O)(=O)c3ccc(C)cc3)C2=O)ccc1O do in these assays?
H9c2 TAG inh: -18; H9c2 TAG inh DAPI viability: 14

What do the screens show for `O=C(Cn1cnc2c(nnn2Cc2ccccc2)c1=O)NCc1ccco1`?
H9c2 TAG inh: -1; H9c2 TAG inh DAPI viability: -16

Results for CNc1c([N+](=O)[O-])cnn1-c1ccccn1 ?
H9c2 TAG inh: -6; H9c2 TAG inh DAPI viability: -6

Results for CCc1nnc(NC(=O)CCC(=O)O)s1 ?
H9c2 TAG inh: -5; H9c2 TAG inh DAPI viability: 1

What do the screens show for `O=C(CCC(=O)N(Cc1ccco1)C(C(=O)NC1CCCC1)c1ccncc1)Nc1cccnc1` (configuration not stated)?
H9c2 TAG inh: 9; H9c2 TAG inh DAPI viability: 9

How did O=C(O)C1C2CCC(C2)C1C(=O)NCc1ccco1 (configuration not stated) do in these assays?
H9c2 TAG inh: -6; H9c2 TAG inh DAPI viability: -5

What do the screens show for `CS(=O)(=O)c1ncc(Cl)c(C(=O)Nc2ccc3ccccc3c2)n1`?
H9c2 TAG inh: 78; H9c2 TAG inh DAPI viability: -75

What do the screens show for `O=C1OC(c2ccccc2)Sc2ccccc21` (configuration not stated)?
H9c2 TAG inh: 10; H9c2 TAG inh DAPI viability: 4

Results for O=C(Cc1ccccc1)NCC(=O)OCC(=O)c1ccc(Cl)cc1 ?
H9c2 TAG inh: -11; H9c2 TAG inh DAPI viability: 2

How did OC[C@@H]1CN(Cc2ccc3c(c2)OCO3)C[C@H](n2cnc3c(N4CCN(c5ccccc5)CC4)ncnc32)O1 do in these assays?
H9c2 TAG inh: 22; H9c2 TAG inh DAPI viability: -13

How did Cc1cc(C)nc(SCc2nnc(SCC(=O)Nc3nc(-c4ccccc4)cs3)n2C)n1 do in these assays?
H9c2 TAG inh: 5; H9c2 TAG inh DAPI viability: -5

Results for O=C(CN1N=C(c2ccccc2)CCC1=O)NCc1cccs1 ?
H9c2 TAG inh: -6; H9c2 TAG inh DAPI viability: 6

Results for Cc1ccc(NC(=O)Cn2c(=O)oc3ccccc32)cc1C ?
H9c2 TAG inh: -22; H9c2 TAG inh DAPI viability: 13

4 compounds drawn at random from those above:
How did CCn1c(SCC(=O)Nc2ccc(OC)c(OC)c2)nnc1-c1ccco1 do in these assays?
H9c2 TAG inh: -2; H9c2 TAG inh DAPI viability: 16

What do the screens show for `O=C1OC(c2ccccc2)Sc2ccccc21` (configuration not stated)?
H9c2 TAG inh: 10; H9c2 TAG inh DAPI viability: 4

How did OC[C@@H]1CN(Cc2ccc3c(c2)OCO3)C[C@H](n2cnc3c(N4CCN(c5ccccc5)CC4)ncnc32)O1 do in these assays?
H9c2 TAG inh: 22; H9c2 TAG inh DAPI viability: -13

What do the screens show for `CS(=O)(=O)c1ncc(Cl)c(C(=O)Nc2ccc3ccccc3c2)n1`?
H9c2 TAG inh: 78; H9c2 TAG inh DAPI viability: -75

(list continues)
What do the screens show for `CCOC(=O)c1ccc(NC(=O)c2cc3ccccc3o2)cc1`?
H9c2 TAG inh: 37; H9c2 TAG inh DAPI viability: 0

Results for CCN1CCN(CCCNC(=O)c2ccc(/C=C3/Sc4ccccc4N(Cc4ccccc4F)C3=O)cc2)CC1 ?
H9c2 TAG inh: 16; H9c2 TAG inh DAPI viability: 0

Results for Cc1cc(=O)[nH]c(SCC(=O)Nc2ccc(N3CCCCC3)cc2)n1 ?
H9c2 TAG inh: 0; H9c2 TAG inh DAPI viability: 2

What do the screens show for `CCN(C(=O)Cn1c(=O)n(Cc2ccccc2)c(=O)c2ccccc21)c1cccc(C)c1`?
H9c2 TAG inh: 7; H9c2 TAG inh DAPI viability: 3

What do the screens show for `COc1cc2c(cc1OC)C(COc1ccccc1OC)N(C(=O)C(C)C)CC2` (configuration not stated)?
H9c2 TAG inh: 24; H9c2 TAG inh DAPI viability: -1

What do the screens show for `CC1(C)CCCN(C(=O)N2c3ccccc3Sc3ccccc32)C1`?
H9c2 TAG inh: 0; H9c2 TAG inh DAPI viability: -8

How did CCN(CC)c1ccc(/C=N\N2CCN(Cc3ccc(C)cc3)CC2)cc1 do in these assays?
H9c2 TAG inh: 9; H9c2 TAG inh DAPI viability: 12

How did CC(=O)O[C@H]1C[C@@H]2CC[C@@H]3[C@H](CC[C@@]4(C)[C@H]3C[C@H]([N+]3(C)CCCCC3)[C@@H]4OC(C)=O)[C@@]2(C)C[C@@H]1[N+]1(C)CCCCC1 do in these assays?
H9c2 TAG inh: 6; H9c2 TAG inh DAPI viability: 5

Results for CC(=O)N1CCN(c2ccc(NC(=O)c3ccc4c(c3)OCO4)cc2)CC1 ?
H9c2 TAG inh: 6; H9c2 TAG inh DAPI viability: 0

How did COc1ccccc1/C=C/C(=O)NC(=S)NC(C)C do in these assays?
H9c2 TAG inh: 12; H9c2 TAG inh DAPI viability: 5

Results for COc1ccc([N+](=O)[O-])cc1NCc1cccnc1 ?
H9c2 TAG inh: -15; H9c2 TAG inh DAPI viability: 9

What do the screens show for `COc1c(Cl)cc(Cl)cc1C(=O)n1nc(C)cc1C`?
H9c2 TAG inh: -24; H9c2 TAG inh DAPI viability: 1

How did O=C(CCNC(=O)c1ccccc1Cl)Nc1nc2ccccc2s1 do in these assays?
H9c2 TAG inh: 2; H9c2 TAG inh DAPI viability: -5

Some of the compounds tested; the hit share may differ from the screen's.
